Assay outcomes deposited in PubChem by NMMLSC.
GSH bead fluor: compound fluoresces at 488/530 nm on GSH beads. GSH beads flow cytometry, compound fluorescence 488/530 nm; active compounds read high. fluorescence (KMESF) at 10 µM. hit rate 0.25% among 190,000; in the data active means fluorescence above about 89;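 further: glutathione beads carrying GST-tagged Bcl family fusion proteins plus one bare bead set; values are compound well signal with DMSO vehicle wells as background; inactives centre near 16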
RGS8-Gao reg: regulators of human RGS8-Galphao interaction; P09471; multiplexed bead flow cytometry, RGS8-Galphao binding; actives lie on both sides; response (percent of control binding), % at 10 µM; hit rate 0.34% among 220,000; in the data active means response below about 60% or above about 140%; inactive means in between;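 further: Galphao activated as the GDP aluminium fluoride complex binding bead-coupled RGS8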
Target sequence (P09471 whole entry, looked up): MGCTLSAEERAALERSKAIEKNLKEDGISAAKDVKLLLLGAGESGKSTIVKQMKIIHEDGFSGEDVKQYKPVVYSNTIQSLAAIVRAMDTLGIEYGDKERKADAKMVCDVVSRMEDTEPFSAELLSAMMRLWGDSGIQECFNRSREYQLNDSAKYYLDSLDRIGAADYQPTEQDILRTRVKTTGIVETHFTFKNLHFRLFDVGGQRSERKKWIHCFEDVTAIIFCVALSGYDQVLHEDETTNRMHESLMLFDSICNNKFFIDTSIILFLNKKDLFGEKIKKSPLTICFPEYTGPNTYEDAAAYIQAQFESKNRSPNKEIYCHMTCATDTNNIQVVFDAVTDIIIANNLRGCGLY
RGS7-Gao reg: modulates binding of RGS7 to human Galphao; Multiplexed bead flow cytometry; actives lie on both sides; binding response (% of control), % at 10 µM; hit rate 0.35% among 220,000; AID 1439; in the data active means binding response below about 49% or above about 150%; inconclusive means no clear call, values can overlap the other calls; inactive means in between;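 further: fluorescent Galphao held in activated GDP-AlF4 state binding bead-coupled RGS7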
Bim-Bcl-B: human Bim-Bcl-B interaction inhibition; bead-based flow cytometry, Bim peptide-Bcl-B binding; inhibition, % at 10 µM; Q9HD36; hit rate 0.073% among 190,000;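 further: 0% = tracer peptide without compound and 100% = reference inhibitor peptide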
Target sequence (Q9HD36 whole entry, looked up): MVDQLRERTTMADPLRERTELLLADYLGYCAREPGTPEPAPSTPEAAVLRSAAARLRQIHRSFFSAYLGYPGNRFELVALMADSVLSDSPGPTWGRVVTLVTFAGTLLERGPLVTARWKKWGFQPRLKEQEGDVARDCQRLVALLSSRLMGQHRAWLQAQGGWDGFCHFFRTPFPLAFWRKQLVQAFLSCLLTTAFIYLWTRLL
Bim-Bfl-1: human Bim-Bfl-1 interaction inhibition | Q16548 | Bead-based flow cytometry, Bim-Bfl-1 binding inhibition | inhibition, % at 10 µM | hit rate 0.12% among 190,000 | AID 1008;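 further: 0% = wells without compound plus tracer and 100% = blocker peptide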
RGS4-Gao reg: modulates binding of RGS4 to human Galphao; P09471; Multiplexed bead flow cytometry; actives lie on both sides; binding response (% of control), % at 10 µM; hit rate 0.33% among 220,000; in the data active means binding response below about 49% or above about 150%; inactive means in between;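 further: fluorescent Galphao activated with aluminum fluoride binding bead-coupled RGS4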
Bcl-2 Bim block: human Bim-Bcl-2 interaction inhibition; Bead-based flow cytometry, Bim peptide-Bcl-2 binding; inhibition, % at 10 µM; AID 950; P10415; hit rate 0.06% among 190,000; in the data active means inhibition above about 40%; inconclusive means no clear call, values can overlap the other calls;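 further: 0% = no compound wells with probe peptide and 100% = reference peptide inhibitor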
Target sequence (P10415 whole entry, looked up): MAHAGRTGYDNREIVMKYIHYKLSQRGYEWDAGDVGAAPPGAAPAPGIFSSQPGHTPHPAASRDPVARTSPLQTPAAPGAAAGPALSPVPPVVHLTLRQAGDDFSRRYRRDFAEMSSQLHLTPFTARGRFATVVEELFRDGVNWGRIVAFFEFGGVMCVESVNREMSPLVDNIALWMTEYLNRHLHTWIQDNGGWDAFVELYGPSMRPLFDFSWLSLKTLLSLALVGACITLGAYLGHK
Bim-Bcl-W: human Bim-Bcl-W interaction inhibition | Q92843 | bead-based flow cytometry, Bim peptide-Bcl-W binding | inhibition, % at 10 µM | hit rate 0.02% among 190,000;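 further: 0% = bound tracer without compound and 100% = peptide blocker; higher means less fluorescent Bim peptide bound to Bcl-W beads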
Target sequence (Q92843 whole entry, looked up): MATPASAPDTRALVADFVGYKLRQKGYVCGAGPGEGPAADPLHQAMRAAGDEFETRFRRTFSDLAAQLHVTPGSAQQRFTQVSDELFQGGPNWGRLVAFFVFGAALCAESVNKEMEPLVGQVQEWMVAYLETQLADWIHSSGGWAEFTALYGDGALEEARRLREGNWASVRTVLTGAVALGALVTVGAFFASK
Bim-Bcl-XL: inhibitors of Bim-Bcl-XL interaction, human; inhibition, % at 10 µM; Bim peptide-Bcl-XL binding, bead flow cytometry, fluorescence; hit rate 0.04% among 190,000; Q07817; AID 1007
ABCB1 block: inhibitors of human ABCB1 transporter, ABCG2 counter-screen | P08183 | CCRF-Adr cells, JC-1 efflux, flow cytometry | inhibition, % at 6.6 µM | hit rate 0.067% among 190,000 | AID 1326; in the data active means inhibition above about 40%;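 further: 0% = vehicle and 100% = reference inhibitor; higher value means more JC-1 retained so stronger ABCB1 efflux block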
ABCG2 inh: blocks JC-1 efflux by human ABCG2 transporter; Q9UNQ0; IgMXP3 cells, flow cytometry; inhibition, % at 6.6 µM; hit rate 0.1% among 190,000;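 active means inhibition above 80%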;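 further: 0% = DMSO and 100% = nicardipine control wells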
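Times: 10 min at 25 °C | Test system: Two drug-resistant human cell lines, ABCG2 and ABCB1 | Quantity: 3 million cells/mL final, two lines in 1:1 ratio | Signal: Flow cytometry, 530 nm JC-1 signal | Dosing: Compound at 6.6 µM | Controls: Nicardipine and DMSO wells | Reagent: JC-1 as fluorescent efflux pump substrate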
The depositor's hits bear a star; ? = inconclusive. Unless noted, no stated cut-off is given here; in the data, active means inhibition above about 40%. These rows are one share of the data; count on the stated rates, not on these rows.

Every second line gives: GSH bead fluor | RGS8-Gao reg | RGS7-Gao reg | Bim-Bcl-B | Bim-Bfl-1 | RGS4-Gao reg | Bcl-2 Bim block | Bim-Bcl-W | Bim-Bcl-XL | ABCB1 block | ABCG2 inh
1) O=C1NC(=O)N(c2ccc3c(c2)OCO3)C(=O)/C1=C/c1ccc(N2CCCC2)o1
  29 | 97.8 | 97.8 | -8.0 | 4.0 | 101.4 | -1.0 | 0.0 | -5.0 | 1.1 | 7.1
2) CN(C)C(=O)Oc1ccc(Cl)c2ccccc12
  13 | 102.7 | 97.2 | -8.0 | -12.0 | 104.9 | -9.0 | -2.0 | -6.0 | 1.0 | 13.9
3) C=CCn1c(O)c(C(C)=Nc2ccc(C(=O)OCC)cc2)c(=O)[nH]c1=O
  57 | 100.8 | 105.4 | -6.0 | -10.0 | 104.2 | -6.0 | 0.0 | 2.0 | 0.3 | 1.7
4) CC(CCc1ccccc1)NC(C)C(O)c1ccc(O)cc1 (centres undefined)
  20 | 102.0 | 103.5 | -9.0 | 0.0 | 102.7 | -1.0 | -4.0 | -1.0 | 0.0 | -0.1
5) CN1CCN(CCC(=O)OC2CC3CCC(C2)N3C)CC1 (centres undefined)
  15 | 101.0 | 99.5 | 0.0 | 5.0 | 97.0 | 8.0 | -1.0 | -1.0 | -0.1 | -0.1
6) CCNc1ccc(P(=S)(N(C)C)N(C)C)cc1
  50 | 86.1 | 88.4 | -7.0 | -10.0 | 84.0 | -7.0 | 0.0 | 0.0 | 0.4 | 1.1
7) O=C(c1cccn2c(=O)c3ccccc3nc12)N1CCC2(CC1)OCCO2
  24 | 101.1 | 100.9 | -7.0 | -18.0 | 98.5 | -12.0 | 0.0 | -5.0 | 0.3 | 6.8
8) CCOC(=O)c1ccc(N2C(=O)CC(N3CCC(C#N)(c4ccccc4)CC3)C2=O)cc1 (centres undefined)
  32 | 98.8 | 100.6 | -7.0 | -14.0 | 101.9 | -9.0 | 0.0 | -9.0 | 3.4 | 0.8
9) C[N+]12CCC(CC1)C(C#N)(N1CCOCC1)C2 (centres undefined)
  48 | 104.2 | 103.7 | -3.0 | -7.0 | 101.9 | -5.0 | 0.0 | -1.0 | 0.6 | 2.2
10) CCc1ccc(CN2CCN(C(=O)Cc3ccccc3)CC2)cc1
  24 | 118.4 | 105.3 | 0.0 | 0.0 | 104.4 | 0.0 | 0.0 | 0.0 | 1.0 | 3.2
11) CC12CN3CC(C)(CN(C1)P3(=O)Oc1ccccc1)C2=O (centres undefined)
  17 | 103.3 | 100.1 | -6.0 | -11.0 | 108.8 | -10.0 | 0.0 | -10.0 | 0.4 | 3.0
12) N#Cc1c(Cl)nc(Cl)c2c1CCN(Cc1ccccc1)C2
  11 | 101.1 | 101.8 | -2.0 | -4.0 | 99.6 | -2.0 | 0.0 | -2.0 | 0.4 | 2.9
13) O=C(C(=O)N1CCC2(CC1)OCCO2)c1c[nH]c2ccccc12
  13 | 106.1 | 105.4 | -4.0 | -7.0 | 105.5 | -6.0 | -3.0 | -4.0 | 0.9 | 1.5
14) O=P(Nc1ccccc1)(Nc1ccccc1)Oc1cccc(Cl)c1
  16 | 104.5 | 103.5 | -1.0 | 0.0 | 103.1 | 4.0 | 1.0 | 1.0 | 1.0 | 4.0
15) CC(=NCCC1=CCCCC1)c1c(O)n(C)c(=O)n(C)c1=O
  50 | 102.0 | 100.3 | -7.0 | -8.0 | 101.4 | -7.0 | 2.0 | 0.0 | 1.4 | 12.9
16) O=C(Cc1ccccc1)N1CCN(CC2CC3C=CC2C3)CC1 (centres undefined)
  13 | 97.3 | 99.7 | -7.0 | -3.0 | 97.4 | 0.0 | -2.0 | -6.0 | 0.0 | 1.2
17) Cc1cc(C=C2C(=O)N(C)C(=S)N(C)C2=O)c(C)n1-c1cccnc1
  6 | 103.3 | 101.3 | -15.0 | 15.0 | 102.7 | 13.0 | 4.0 | 7.0 | -6.8 | -0.2
18) O=C(COc1ccccc1)N1CCN(CC2CC3C=CC2C3)CC1 (centres undefined)
  25 | 102.3 | 100.1 | -5.0 | -18.0 | 103.0 | -12.0 | -1.0 | -5.0 | 0.0 | -1.2
19) CN1CCN(C(=O)COc2ccc(S(=O)(=O)NCc3ccccc3)cc2Cl)CC1
  43 | 100.9 | 98.9 | -10.0 | -10.0 | 94.1 | -8.0 | 0.0 | -9.0 | 0.7 | 2.6
20) CN(C)[C@@H]1C(=O)C(C(N)=O)=C(O)[C@@]2(O)C(=O)C3=C(O)c4c(O)ccc(Cl)c4[C@@](C)(O)C3C[C@@H]12 (some centres undefined)
  18 | 101.8 | 102.0 | -9.0 | 0.0 | 101.2 | 1.0 | 0.0 | -4.0 | -0.2 | 0.7
21) CC(=O)Nc1ccc(OC(=O)c2ccccc2N)cc1
  55 | 98.9 | 98.4 | 0.0 | -5.0 | 98.3 | -2.0 | -2.0 | 0.0 | -0.1 | 6.0
22) O=c1[nH]c(=O)n(-c2ccccc2F)c(O)c1C=NCCC1=CCCCC1
  12 | 106.6 | 101.8 | -1.0 | -7.0 | 105.2 | -4.0 | -1.0 | 0.0 | 1.5 | 22.7
23) O=C(Nc1ccc(Cl)cc1)O/N=C(\c1ccccc1)c1ccccn1
  32 | 95.4 | 93.8 | -6.0 | -14.0 | 94.5 | -6.0 | 3.0 | -7.0 | 0.9 | 35.3
24) O=c1[nH]c(=O)n(C2CCCCC2)c(O)c1C=Nc1ccc(N2CCOCC2)cc1
  14 | 100.9 | 97.9 | -5.0 | 0.0 | 98.6 | 1.0 | -1.0 | -3.0 | 0.8 | 5.9
25) O=C(c1ccccc1)C1CCCN(Cc2nc(-c3cnccn3)no2)C1 (centres undefined)
  12 | 99.8 | ? | -3.0 | -3.0 | 100.5 | -1.0 | 0.0 | -1.0 | 0.6 | 4.9
26) CCCCn1c(O)c(C=Nc2c(C)n(C)n(-c3ccccc3)c2=O)c(=O)[nH]c1=O
  5 | 99.7 | 98.1 | -3.0 | -6.0 | 100.2 | -4.0 | 2.0 | -6.0 | 0.4 | 3.4
27) CC(C)C(=O)Nc1ccc(N2CCN(C)CC2)c(F)c1
  20 | 101.5 | 103.8 | -3.0 | -5.0 | 98.3 | -4.0 | -2.0 | -2.0 | 1.8 | 5.9
28) O=C1c2ccccc2C(=O)N1Cc1nc2ccccc2c(=O)n1-c1ccccn1
  24 | 101.9 | 99.7 | 0.0 | -10.0 | 101.1 | -9.0 | 4.0 | -8.0 | 1.5 | 3.7
29) CCN1CCC2(CC1)NC(CO)(CO)CO2
  19 | 104.4 | 104.5 | 0.0 | 0.0 | 102.4 | -3.0 | -1.0 | -2.0 | 0.5 | 1.3
30) O=c1c(C=NCc2cccs2)c(O)n(C2CCCCC2)c(=O)n1C1CCCCC1
  9 | 101.5 | 105.2 | 2.0 | 1.0 | 101.0 | 4.0 | 0.0 | 1.0 | 0.6 | 1.3
31) CCN(CC)c1ccc(CNCCc2ccccc2F)cc1
  20 | 100.6 | ? | -3.0 | -4.0 | 98.5 | 0.0 | 0.0 | -4.0 | 1.0 | 7.7
32) CCOc1cc(C=C2C(=O)NC(=O)NC2=O)cc([N+](=O)[O-])c1O
  22 | 101.9 | 99.0 | 3.0 | 21.0 | 101.5 | 5.0 | 5.0 | 3.0 | -0.2 | -0.5
33) CCOC(=O)C1=C(C)OC(N)=C(C(=O)OC)C12C(=O)Nc1ccc(Br)cc12 (centres undefined)
  23 | 91.5 | 100.3 | -7.0 | -25.0 | 79.1 | -6.0 | -3.0 | -11.0 | -0.4 | 33.3
34) CCCCn1c(=O)c(C(=O)Nc2nnc(C(C)C)s2)c(O)c2ccccc21
  10 | 99.8 | 102.0 | -2.0 | -6.0 | 103.0 | -2.0 | -1.0 | -3.0 | 1.1 | 0.7
35) CCOC(=O)CNC(=O)CSP(=S)(OCC)OCC
  35 | 103.5 | 101.5 | -7.0 | -18.0 | 105.7 | -9.0 | 0.0 | -4.0 | 0.2 | 1.6
36) CN1CCCCC1c1ccc(-c2cccnc2)nc1 (centres undefined)
  25 | 95.1 | 89.1 | -3.0 | 2.0 | 92.6 | 0.0 | 2.0 | 1.0 | 0.4 | 1.2
37) Nc1ccc2nonc2c1[N+](=O)[O-]
  15 | 100.4 | ? | -4.0 | -5.0 | 101.2 | -6.0 | -1.0 | -1.0 | 0.0 | 6.5
38) Cc1ccsc1C(=O)C1CCCN(Cc2cnc(N(C)C)s2)C1 (centres undefined)
  56 | 101.1 | 99.0 | -7.0 | -17.0 | 103.0 | -8.0 | -4.0 | -10.0 | 0.4 | 0.8
39) COP(=S)(OC)SCN1C(=O)c2ccccc2C1=O
  29 | 91.3 | 105.1 | -12.0 | 11.0 | 86.3 | -4.0 | 0.0 | -3.0 | 0.2 | 5.5
40) Cn1cnc([N+](=O)[O-])c1Sc1ccc([N+](=O)[O-])cc1
  12 | 102.4 | 102.5 | -3.0 | 2.0 | 101.3 | 2.0 | 1.0 | 0.0 | -0.6 | -3.4
41) Nc1cc(N2CCNCC2)ccc1[N+](=O)[O-]
  11 | 101.6 | 99.2 | -5.0 | -7.0 | 99.9 | -7.0 | -3.0 | -5.0 | 0.5 | 4.7
42) O=C1NC(=O)N(c2cccc(Br)c2)C(=O)/C1=C/c1ccsc1
  10 | 92.9 | 89.3 | -2.0 | -1.0 | 97.4 | 4.0 | -3.0 | -4.0 | -0.7 | -2.8
43) O=C1NC(=S)N(c2ccc(Br)cc2)C(=O)/C1=C/N1CCN(C(=O)c2ccco2)CC1
  20 | 99.9 | ? | -2.0 | 0.0 | 99.5 | -2.0 | -1.0 | 1.0 | -0.2 | 0.8
44) COc1cc(CN2C(=O)NC(=O)C3(Cc4cc(C)ccc4N(C)C3)C2=O)cc(OC)c1 (centres undefined)
  21 | 97.8 | 99.7 | -11.0 | -16.0 | 99.2 | -8.0 | -1.0 | -9.0 | 0.5 | 2.2
45) COP(=O)(OC)C(NS(=O)(=O)c1ccccc1)C(Cl)(Cl)Cl (centres undefined)
  53 | 99.5 | 103.6 | -6.0 | -14.0 | 97.5 | -9.0 | 0.0 | -4.0 | -0.2 | 0.0

Looked up one by one from the list above:
Every second line gives: GSH bead fluor | RGS8-Gao reg | RGS7-Gao reg | Bim-Bcl-B | Bim-Bfl-1 | RGS4-Gao reg | Bcl-2 Bim block | Bim-Bcl-W | Bim-Bcl-XL | ABCB1 block | ABCG2 inh
32) CCOc1cc(C=C2C(=O)NC(=O)NC2=O)cc([N+](=O)[O-])c1O
  22 | 101.9 | 99.0 | 3.0 | 21.0 | 101.5 | 5.0 | 5.0 | 3.0 | -0.2 | -0.5
42) O=C1NC(=O)N(c2cccc(Br)c2)C(=O)/C1=C/c1ccsc1
  10 | 92.9 | 89.3 | -2.0 | -1.0 | 97.4 | 4.0 | -3.0 | -4.0 | -0.7 | -2.8
41) Nc1cc(N2CCNCC2)ccc1[N+](=O)[O-]
  11 | 101.6 | 99.2 | -5.0 | -7.0 | 99.9 | -7.0 | -3.0 | -5.0 | 0.5 | 4.7
